dFosB act: mouse delta FosB homodimer activation; P13346; purified delta FosB, TAMRA-CDK5 oligo fluorescence polarization; percent of positive-control signal above neutral wells; activation, % at 25 µM; actives 0.99% (n = 340,000); AID 493131;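 active = mean activation above about 17%, with every replicate also reaching it, limit read from the data, passing the limit was not always enough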;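 also: fluorescence polarization rise as delta FosB binds a TAMRA Cdk5 AP-1 oligo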
Target sequence (P13346 whole entry, looked up): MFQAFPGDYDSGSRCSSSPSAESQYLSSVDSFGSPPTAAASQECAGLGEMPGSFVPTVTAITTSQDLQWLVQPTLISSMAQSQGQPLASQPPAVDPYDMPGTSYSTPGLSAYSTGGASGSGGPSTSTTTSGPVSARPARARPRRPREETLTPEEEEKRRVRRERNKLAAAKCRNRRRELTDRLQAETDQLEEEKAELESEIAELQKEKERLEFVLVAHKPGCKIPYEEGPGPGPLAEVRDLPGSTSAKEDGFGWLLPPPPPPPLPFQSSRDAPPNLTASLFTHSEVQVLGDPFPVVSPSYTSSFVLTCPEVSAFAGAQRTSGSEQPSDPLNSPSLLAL
CAL PDZ FP-1: blocks peptide binding to the human CAL PDZ domain | Q9HD26 | purified CAL PDZ, TMR-peptide fluorescence polarization, 1 h | inhibition, % at 24.9 µM | actives 0.92% (n = 300,000) | AID 602252;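 active = mean inhibition of at least 30% with at least half of replicates also reaching 30%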;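 also: 0% = DMSO neutral control and 100% = excess unlabeled competitor peptide PRC23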
Wnt act: Wnt/beta-catenin pathway activation. actives 1.2% (n = 300,000). Wnt/beta-catenin reporter cell assay, activator, plate reader. AID 743398. activation, % at 9.35 µM; in the data active = activation above about 30%, passing the limit was not always enough;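 also: 0% = neutral control wells and 100% = positive control wells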
cardiac RTF act: cardiac RTF calcium sensitization. P19429+P45379. IANBD-labeled TnC RTF fluorescence at EC20 calcium; 0% EC20 calcium, 100% full calcium. activation, % at 7.2 µM. actives 0.24% (n = 340,000). AID 493008;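 active = activation above the mean over all tested compounds plus 3 SD, cut at about 30% in these data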;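 also: rise in fluorescence read as greater calcium sensitivity of cardiac thin filaments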
CAL PDZ FP-2: blocks peptide binding to human CAL PDZ domain | Q9HD26 | inhibition, % at 20 µM | purified CAL PDZ, TMR-peptide fluorescence polarization, 1 h | AID 504414 | actives 0.02% (n = 330,000);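 active = highest replicate inhibition of at least 40%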;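 also: plate controls were DMSO neutral control wells for no effect and unlabeled competitor peptide control wells for full effect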
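System: tagged CAL PDZ domain. Schedule: 1 h room-temperature incubation prior to read. Signal: fluorescence polarization (mP). Measure: percent inhibition from loss of millipolarization.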
MITF TRPM1 HTS: increases MITF-driven TRPM1 promoter luciferase signal; SK-MEL-5 TRPM1-promoter luciferase, 24 h; % of positive control, neutral wells = 0; actives 0.75% (n = 300,000); activation, % at 12.5 µM;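 active = mean activation of at least 80% with every replicate also reaching 80%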;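 also: 0% = neutral control wells and 100% = parthenolide positive control wells; values of inactives mirror those of a sister screen read the other way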
V-ATPase pH: alters yeast V-ATPase proton transport | response, % at 10 µM | AID 504577 | S. cerevisiae, pHLuorin cytosolic pH fluorescence | actives 0.37% (n = 350,000); in the data active = response mostly above about 7.3%, no sharp cut-off; inactive = mostly below about 5.4%; also: actives read high; inactives centre near 0; some compounds called inactive have numbers as strong as hits; reference of the scale not given here
CDK5 inh: CDK5/p35 (human) kinase inhibition; Q00535+Q15078; Recombinant CDK5/p35, ADP-Glo luminescence, 60 min; inhibition, % at 10 µM; actives 0.01% (n = 330,000);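 active = highest replicate inhibition of at least 50% and at least 75% of replicates reaching 50%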;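 also: plate controls were DMSO neutral control for no effect and GW8510 at 10 µM for full effect; many of its hits are not listed in these tables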
Target sequence (Q00535 whole entry, looked up): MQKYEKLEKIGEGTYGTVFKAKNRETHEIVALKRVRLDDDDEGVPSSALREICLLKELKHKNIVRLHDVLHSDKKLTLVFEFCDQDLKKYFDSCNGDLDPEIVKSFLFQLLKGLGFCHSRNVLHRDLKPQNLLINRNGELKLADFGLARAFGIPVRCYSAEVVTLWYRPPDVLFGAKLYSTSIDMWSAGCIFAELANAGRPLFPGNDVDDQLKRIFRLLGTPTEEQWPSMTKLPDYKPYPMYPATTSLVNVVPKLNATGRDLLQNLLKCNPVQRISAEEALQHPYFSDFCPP
Target sequence (Q15078 whole entry, looked up): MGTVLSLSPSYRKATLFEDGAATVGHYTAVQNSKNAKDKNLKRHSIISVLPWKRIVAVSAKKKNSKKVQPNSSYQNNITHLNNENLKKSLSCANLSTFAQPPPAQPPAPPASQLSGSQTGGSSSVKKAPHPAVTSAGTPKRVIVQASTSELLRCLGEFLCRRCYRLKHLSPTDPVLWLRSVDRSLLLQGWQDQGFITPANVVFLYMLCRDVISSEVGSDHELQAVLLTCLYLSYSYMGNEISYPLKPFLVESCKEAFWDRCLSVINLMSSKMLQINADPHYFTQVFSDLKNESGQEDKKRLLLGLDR
Rtt109 Vps75: C. albicans Rtt109 histone acetyltransferase inhibition; AID 540336; actives 0.16% (n = 330,000); purified Rtt109/Vps75, ThioGlo CoA-SH fluorescence, 4 h; inhibition, % at 34.9 µM;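 active = inhibition of at least 50% in every replicate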
Tat export inh: inhibitors of E. coli Tat protein transport; E. coli MC4100 TorA-mCherry Tat export, fluorescence; inhibition, % at 10 µM; actives 0.036% (n = 340,000);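 active = mean replicate inhibition at least 50% and at least half of replicates individually reaching 50%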;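 also: exported cargo escapes ClpAP degradation while cytoplasmic cargo is degraded and loses fluorescence; 0% = median of neutral control wells and 100% = median of NaSCN control wells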
Active calls of the source: *; x = no result given.

Preview, 2 compounds:
Structure	Wnt act	cardiac RTF act	dFosB act	MITF TRPM1 HTS	Rtt109 Vps75	V-ATPase pH	CAL PDZ FP-1	CAL PDZ FP-2	CDK5 inh	Tat export inh
Cc1[nH]c2ccccc2c1/C=N/n1cnnc1	x	1	0	-4	-7	1	0	0.0	-0.5	-14
CN1C(=O)NC(c2ccccc2)C2=C1CN(c1ccc3ccccc3c1)C2=O (stereo unspecified)	x	-3	-4	-5	-7	6	-1	-1.0	0.2	-3

This part in full (from the top)
Structure	Wnt act	cardiac RTF act	dFosB act	MITF TRPM1 HTS	Rtt109 Vps75	V-ATPase pH	CAL PDZ FP-1	CAL PDZ FP-2	CDK5 inh	Tat export inh
Cc1[nH]c2ccccc2c1/C=N/n1cnnc1	x	1	0	-4	-7	1	0	0.0	-0.5	-14
CN1C(=O)NC(c2ccccc2)C2=C1CN(c1ccc3ccccc3c1)C2=O (stereo unspecified)	x	-3	-4	-5	-7	6	-1	-1.0	0.2	-3
Cc1cccc(NC(=O)c2ccc(S(=O)(=O)N3CCCCC3C)cc2)n1 (stereo unspecified)	1	-3	-9	44	5	0	-3	-0.7	0.3	-6
O=c1[nH]c2ccccc2cc1-c1nnn(-c2ccc(Cl)c(Cl)c2)n1	3	5	1	-2	1	1	-3	-0.6	-0.6	-1
CC(=O)Nc1ccc(S(=O)(=O)NCC(=O)OCC(=O)Nc2sccc2C(N)=O)cc1	-1	-1	0	5	3	11	-4	-2.9	-2.5	3
COc1ccc(/C=C(\NC(=O)c2ccc(C)cc2)C(=O)Nc2c(C)n(C)n(-c3ccccc3)c2=O)cc1	-5	-5	5	-11	-3	-1	1	-2.0	-1.5	1
CCCCCCNC(=O)c1cc(-c2ccco2)nc2ccccc12	-3	-2	-15	x	12	0	-1	-2.3	0.2	0
CSC1=C(C#N)C(CC(C)C)C2=C(CCCC2=O)N1 (stereo unspecified)	x	8	-6	-8	-31	3	-4	-0.6	1.5	1
Cc1ccc(NC(=S)NC2CC3CCC(C2)N3Cc2ccco2)c(C)c1 (stereo unspecified)	-3	-3	-6	1	0	2	-2	-2.2	-1.7	6
COc1ccc(O)c(CN2CC3CCC(CC3)C2)c1	-1	1	-4	-7	1	-1	-3	-2.9	-0.6	-14
COc1c(C)cc(S(=O)(=O)NCCN2CCOCC2)c(C)c1C	1	-3	5	5	0	3	x	0.7	-0.1	-1
COc1ccc(Cl)cc1NC(=O)NNC(=O)c1ccccn1	-1	4	-13	-12	-1	2	-7	-1.4	-2.0	-14
O=C(NCc1ccncc1)Nc1ccc(F)cc1	x	9	-4	10	5	-4	-4	-0.6	-0.8	-8
O=C(NC1CCCC1)C1C2C=CC(C2)C1C(=O)N1CCOCC1 (stereo unspecified)	-4	2	-1	16	-7	0	3	-0.3	0.0	-8
Cc1ccc2c(Cl)c(C(=O)Nc3ccc4c(c3)OCO4)sc2c1	x	2	-1	99*	2	-1	-1	0.4	-1.3	-2
COc1ccc(NC(=S)NCCN2CCOCC2)c(OC)c1	-1	4	-10	4	-4	-2	-1	-2.2	1.2	0
Cc1nn(CC(=O)NCCCN2CCCCC2C)c(=O)c2cccn12 (stereo unspecified)	0	-4	5	6	-7	1	3	-0.2	-0.7	1
O=C(O)c1cccc(CSc2nnc(COc3ccccc3)o2)c1	1	-2	2	-3	2	-8	-6	x	0.2	2
Cc1ccc(CNC(=O)c2ccccc2SCC(=O)NCC2CCCCC2)cc1	x	7	0	-8	-2	-1	1	-1.3	-0.9	3
CC1CCN(c2nc3c(c(=O)n(C)c(=O)n3C)n2Cc2ccccc2)CC1	-6	1	-10	2	-1	1	-3	-1.9	0.3	9
CCC1(CC)C(=O)C2=C3C1[C@H](C(=O)OC)CC(C(=O)OC)C[C@H]3n1c(=O)n(C)c(=O)n1[C@H]2C (stereo partly specified)	3	-5	-2	0	8	-2	-1	-2.0	3.1	5
COc1ccc(CCNC(=O)c2cccc([N+](=O)[O-])c2)cc1OC	-1	-1	-7	4	3	6	-3	-0.1	0.6	5
CN(C)S(=O)(=O)N1CCN(c2cc(Cl)ccc2Cl)CC1	x	1	-1	-2	6	-3	-2	-3.0	-0.6	-2
Cc1ccc(C)c(N2CCN(S(=O)(=O)c3ccc4[nH]c(=O)ccc4c3)CC2)c1	-2	4	1	x	3	1	x	-0.4	0.3	0
CNC(=O)COC(=O)c1ccc(OCC(=O)Nc2ccccc2OC)c(OC)c1	0	0	-9	22	-6	2	-2	-0.3	-1.3	-10
CN(C)c1ccc(/C=N/Nc2nncc3ccccc23)cc1	18	1	-20	30	-2	-1	-2	-0.3	1.5	2
COc1c(NC(C)=O)c2c(c([N+](=O)[O-])c1OC)C(=O)OC2	0	-6	0	-1	-3	-1	x	-0.6	0.5	4
C/C(=C\c1cc(C(=O)O)c(C)o1)CO	2	-3	-2	6	8	-3	0	-3.0	-0.3	4
CCOc1ccc2nc(SCC(=O)N3c4ccccc4Sc4ccccc43)c(C#N)cc2c1	x	4	-4	-3	0	-1	-4	-0.5	0.7	-3
COc1cccc(-c2nc3n(n2)C(c2ccc4c(c2)OCO4)C(C(N)=O)=C(C)N3)c1 (stereo unspecified)	7	-3	-6	x	-5	-2	6	-4.1	0.0	3

Only dFosB act, cardiac RTF act and CAL PDZ FP-1, for some of the entries so far:
| compound | dFosB act | cardiac RTF act | CAL PDZ FP-1 |
| --- | --- | --- | --- |
| Cc1ccc(CNC(=O)c2ccccc2SCC(=O)NCC2CCCCC2)cc1 | 0 | 7 | 1 |
| CC1CCN(c2nc3c(c(=O)n(C)c(=O)n3C)n2Cc2ccccc2)CC1 | -10 | 1 | -3 |
| CCC1(CC)C(=O)C2=C3C1[C@H](C(=O)OC)CC(C(=O)OC)C[C@H]3n1c(=O)n(C)c(=O)n1[C@H]2C (stereo partly specified) | -2 | -5 | -1 |

(more compounds)
Structure	Wnt act	cardiac RTF act	dFosB act	MITF TRPM1 HTS	Rtt109 Vps75	V-ATPase pH	CAL PDZ FP-1	CAL PDZ FP-2	CDK5 inh	Tat export inh
NC(=O)c1ncn([C@@H]2O[C@H](CNS(=O)(=O)c3cc4ccccc4s3)[C@@H](O)[C@H]2O)n1	-3	6	1	-3	-5	0	6	-0.3	0.8	4
Cc1nc(N)sc1-c1nnc(SCC(=O)Nc2ccccc2C(F)(F)F)n1C	-5	7	0	-3	-13	-2	-7	-0.5	0.7	-8
COc1ccc(NC(=O)CCC2COc3ccccc3O2)c(OC)c1 (stereo unspecified)	1	-2	-8	7	27	1	5	-1.9	-0.4	-2
Cc1ccc(N/C=C(\C2OC(=O)c3ccccc32)[N+](=O)[O-])c(C)c1 (stereo unspecified)	4	x	-7	7	-4	0	1	-2.5	-1.3	-5
CCCc1nc2oc3c(OC)ncnc3c2c2c1COC(C)(C)C2	1	-3	-21	11	-3	7	x	-2.6	1.0	-1
CCOC(=O)N1CCC(NC(=O)CC2C(=O)NCCN2Cc2ccc(C)cc2)CC1 (stereo unspecified)	-2	-2	-13	-8	6	0	-6	-0.5	-2.0	-2
CCOC(=O)CC(=O)CSc1ccc2nnc(-c3ccc(C)cc3)n2n1	x	-1	-14	-11	-7	-1	3	-1.2	0.4	-9
Cn1c(SCC(=O)N2CCCC2=O)nc2ccccc21	-1	3	6	-3	-6	1	x	-0.8	-5.6	-2
Cc1cccc(-c2noc(-c3ccc(F)cc3)n2)c1	51*	5	-9	x	2	1	4	-2.7	-0.1	1
CC12CCC(=O)N1C(C(=O)OCC(=O)Nc1sccc1C#N)CS2 (stereo unspecified)	-7	0	-9	-22	-19	0	-5	-0.2	0.6	24
CCCc1cc(=O)[nH]c(SCC(=O)Nc2ncc(S(=O)(=O)c3ccc([N+](=O)[O-])cc3)s2)n1	1	-3	6	6	22	-10	-1	0.2	0.7	1
CN1CCN(C(=O)/C(=C/c2cn(S(=O)(=O)N(C)C)c3ccccc23)NC(=O)c2ccccc2F)CC1	2	-2	-12	10	-6	0	54*	-2.0	0.4	0
CCCCN1C(=O)C(O)(CC(=O)c2ccccn2)c2ccccc21 (stereo unspecified)	0	-2	2	8	12	6	-5	-2.3	-1.0	-7
COc1ccc(-c2cc(-c3ccc(OC)cc3)c(C#N)c(SC)n2)cc1	4	-8	-6	-2	-9	-2	0	-0.7	3.0	3
CC1CCCCN1C(=O)CCS(=O)(=O)c1cccc2nonc12 (stereo unspecified)	0	3	5	-6	12	-1	1	0.0	3.7	9
COc1cc(OC)cc(C(=O)Nc2ccc(S(=O)(=O)Nc3nc(C)cc(C)n3)cc2)c1	-2	3	-1	-10	2	-2	-5	x	4.9	8
COc1ccc(Cl)c2sc(N(Cc3cccnc3)C(C)=O)nc12	1	0	-8	-2	-4	1	1	-4.0	-3.1	17
O=[n+]1cc(-c2ccccc2)n([O-])c2c1CCCCC2	1	-3	-2	3	-3	-1	-1	-2.8	0.4	-4
CCOC(=O)C1=C(CN2CCc3ccccc32)NC(=O)NC1c1cc(C)ccc1C (stereo unspecified)	-10	-12	5	-15	0	1	0	-0.6	-0.1	-3
OCCN(Cc1ccccc1)CC1CCCCC1	x	1	0	2	6	-5	1	-0.9	-0.2	-5
CCOC(=O)c1sc2nc(CC(=O)OC)nc(N3CCN(c4ccccn4)CC3)c2c1C	-1	-4	-8	7	0	-2	0	-2.1	-1.6	15
CC1=C(C(=O)OC(C)C)C(c2ccc(C)o2)C(C(=O)OC(C)C)=C(C)N1	-9	-11	-16	x	-2	-1	-3	-1.0	-0.7	5
Cc1cc(-c2nnc(SCC(=O)Nc3ccccc3Cl)n2C)no1	-1	-2	-8	-7	2	-4	-5	-0.4	1.7	2
C/C(=N\NC(=O)c1ccc(F)cc1)c1cccc(NC(=O)c2ccco2)c1	x	10	-19	25	-9	2	1	0.0	0.3	0
COc1ccc(C(=O)NCC(=O)OCC(=O)N2CC(C)OC(C)C2)cc1OC (stereo unspecified)	-2	4	-9	6	7	-1	-3	-0.3	-0.1	-6
CC(=O)N1Cc2ccccc2CC1C(=O)NCc1ccccc1F (stereo unspecified)	1	0	2	-4	3	0	-3	-0.5	-0.8	-1
CN(C(=O)Cc1noc2ccccc12)c1ccccc1	x	-2	1	19	-5	0	-1	0.7	x	3
CN1C(c2ccc(F)cc2)=CS/C1=C(/C#N)c1nnc(N2CCOCC2)n1-c1ccccc1	-1	0	-3	16	x	x	2	-5.3	-2.3	-4
COc1ccc(C(=O)Oc2cccnc2)cc1	x	-2	-9	x	-9	1	x	-0.3	0.2	-14
C/C(CC(=O)Nc1ccc(N(C)C)cc1)=N\NC(=O)c1ccc(Cl)cc1	5	-2	-13	2	5	1	-4	-1.1	1.5	15
Cc1ccc(F)cc1NC(=O)CSc1nc(Nc2ccccc2)nc(N2CCOCC2)n1	-3	-6	-3	23	11	2	-4	-1.9	0.4	3
O=C(c1ccc(Cl)cc1)c1c[nH]c(C(=O)C(Cl)(Cl)Cl)c1	x	7	-4	9	-2	2	-2	-1.8	1.2	-7
CCOCCCNC(C(=O)Nc1ccc(OC)c(Cl)c1)c1ccccc1 (stereo unspecified)	1	-1	-4	8	-3	-4	-7	-5.5	-0.5	1
COc1ccc(C(=O)N2CCCC(Nc3ccc(C(C)C)cc3)C2)c(OC)n1 (stereo unspecified)	0	-4	-16	-7	5	-3	-2	-0.4	0.5	5
N[C@@H](Cc1ccccc1)c1nnc2sc(SCc3ccccc3)nn12	2	12	-13	-1	13	4	-2	-2.8	-1.8	-2
